Screens (PubChem)
Salmonella PhoP GFP: Inhibition of PhoP regulon, Salmonella typhi GFP reporter cells, confirmation, 4 h (AID 1850) | inhibition, % at 50 µM, or IC50 in µM where a hit was titrated | Salmonella Typhi PhoP-promoter GFP reporter, fluorescence, 4 h; higher % means a stronger effect | actives 0.33% (n = 310,000); in the data active = a potency from the dose series; inconclusive = inhibition mostly from about 25% at the one dose, without a potency; inactive = the rest, 99 in 100 with inhibition below about 19%;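 also: 0% = induced wells with vehicle and 100% = uninduced wells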
M. tuberculosis HTS: M. tuberculosis growth inhibition, HTS (AID 449762); M. tuberculosis H37Rv growth inhibition, 7H9 media; higher % means a stronger effect; inhibition, % at 25 µM, or IC50 in µM where a hit was titrated; actives 0.59% (n = 330,000); in the data active = a potency from the dose series; inconclusive = inhibition above about 70% without an active follow-up result;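 also: bacterial growth assessed after seven days of incubation; strong numbers were not always called active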
influenza NS1A: NS1A inhibition, H1N1 influenza, cell based functional assay (AID 504329); NS1A functional cell-based assay, percent inhibition; higher % means a stronger effect; inhibition, % at 12.5 µM, or IC50 in µM where a hit was titrated; actives 0.3% (n = 340,000); in the data active = a potency from the dose series; inconclusive = inhibition above about 27% without an active follow-up result; also: strong numbers were not always called active
VEEV TC-83 Vero: inhibitors of VEEV TC-83 cytopathic effect, confirmation, Vero cells (AID 588727) | Vero cells, VEEV TC-83 cytopathic effect inhibition; higher % means a stronger effect | inhibition, % at 20 µM, or IC50 in µM where a hit was titrated | actives 0.13% (n = 350,000); in the data active = a potency from the dose series; inconclusive = inhibition mostly from about 14% at the one dose, without a potency; inactive = the rest, 99 in 100 with inhibition below about 12%; also: strong numbers were not always called active
tuberculosis growth: growth inhibition of non-replicating M. tuberculosis (AID 488890); Mycobacterium tuberculosis non-replicating, growth inhibition; higher % means a stronger effect; inhibition, % at 25 µM, or IC50 in µM where a hit was titrated; actives 0.39% (n = 320,000); in the data active = a potency from the dose series; inconclusive = inhibition mostly from about 82% at the one dose, without a potency; inactive = the rest, 99 in 100 with inhibition below about 76%;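 also: plate controls were DMSO cells for no effect and high antibiotic wells for full effect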
VEEV TC-83 Vero 10K pilot screen: second read-out of VEEV TC-83 Vero, no call of its own (marks repeat the call); inhibition, %; measured here: 10K pilot screen inhibition
* marks the source's active call; other numbers are inactive results; i = inactive; ? = inconclusive; / = not tested or not shown.

SMILES | Salmonella PhoP GFP | M. tuberculosis HTS | influenza NS1A | VEEV TC-83 Vero | tuberculosis growth | others
Nc1c(Cl)cc(-c2cn(CCC(=O)O)c(-c3ccc(Cl)nc3)n2)cc1Cl | -11% | 1% | -3% | 0.4% | -5% | VEEV TC-83 Vero 10K pilot screen=0.6
c1ccc2c(CCNCc3ccc4c(c3)OCO4)c[nH]c2c1 | 4% | 4% | 5% | i | 12%
Cc1sc2ncnc(SCC(=O)c3cccs3)c2c1C | -6% | -20% | -5% | i | 78%
COc1cccc(-c2nc(C=O)cs2)c1 | -8% | -1% | 0% | i | i
CCOC(=O)C1CCCN(S(=O)(=O)c2cc3c4c(c2)CCN4C(=O)CC3)C1 (configuration not stated) | 6% | 5% | -10% | 2.9% | -4%
COc1cccc2cc(/C(C)=N/Nc3nc(-c4cc(C)ccc4C)cs3)c(=O)oc12 | -5% | -3% | 23% | 3.6% | -12%
O=C(Nc1ccc2c(c1)OCO2)C1CCCCN1S(=O)(=O)c1ccccc1 (configuration not stated) | 0% | 2% | 2% | 7.4% | 33%
C[C@H](NC(=O)C1CCN(S(=O)(=O)c2ccccc2)CC1)C(=O)NCc1ccco1 | -15% | -3% | -4% | i | 8%
Oc1ccc(C[C@@H]2CNC(=S)N2CCc2cc(C(F)(F)F)cc(C(F)(F)F)c2)cc1 | 8% | -7% | -2% | 1.5% | 9%
COc1ccc(-c2coc3cc(O)ccc3c2=O)cc1OC | 1% | 5% | 1% | 8.8% | 0%
Cn1c(SCC(=O)Nc2nccs2)nnc1-c1ccco1 | -13% | -11% | -8% | 0.3% | 8%
CCCSc1nnc(CNS(=O)(=O)c2ccc(C)cc2)n1C | -6% | -7% | 1% | i | -10%
Cc1cccc(C(=O)N2CCCC(CCC(=O)N3CCN(c4ccccn4)CC3)C2)c1C (configuration not stated) | -4% | 6% | 1% | 0.8% | 11%
CCN1CCN(Cc2nnc(-c3ccccc3)o2)CC1 | 0% | 1% | 0% | 0.5% | -3%
CO/N=C/c1cccn1-c1nccc(OC)c1C#N | -7% | 11% | / | 0.9% | -4%
O=C(O)c1cccc(-n2nnnc2SCc2ccccc2Cl)c1 | 2% | 5% | -3% | 1.3% | 8%
CCn1c(SCc2nc3ccccc3c(=O)[nH]2)nnc1-c1ccncc1 | 14% | -9% | 0% | 2.6% | -7%
CCS(=O)(=O)N1CCN(C2CCC(C)CC2)CC1 (configuration not stated) | -4% | -1% | 4% | 1.9% | 6%
Cc1nn(C)c(C)c1NC(=O)CSc1nc(-c2ccccc2F)nc2c1cnn2-c1ccccc1 | / | / | -8% | 10.0% | /
O=C(CN1C(=O)c2ccccc2C1=O)Nc1cccc2cccnc12 | 7% | -15% | -2% | 2.8% | /
Cc1c(-n2cccc2C=O)cccc1[N+](=O)[O-] | -8% | 2% | -10% | i | 2%
O=C(c1cccc(Cl)c1)C1CCCN(Cc2ccon2)C1 (configuration not stated) | -2% | -15% | 1% | 0.4% | 8% | VEEV TC-83 Vero 10K pilot screen=1.2
Cc1ccc(-c2cc(C(=O)N3CCC(C)CC3)c3ccccc3n2)cc1 | -3% | 4% | 1% | 1.3% | 23%
COc1cccc(C2(O)CCSCC2CN(C)C)c1 (configuration not stated) | 20% | -13% | 0% | i | 4%
CCOC(=O)c1cnc2ccc(C(=O)OC)cc2c1NCCc1ccc(OC)c(OC)c1 | -2% | 5% | -6% | 2.6% | -7%

Later entries
SMILES | Salmonella PhoP GFP | M. tuberculosis HTS | influenza NS1A | VEEV TC-83 Vero | tuberculosis growth | others
O=C(CN1C(=O)CCC1=O)Nc1nc(-c2cccs2)cs1 | -3% | 4% | -14% | i | -2%
CCCCCCCCOc1ccc(C(=O)O)cc1 | / | -4% | -10% | i | ?
CC1CCc2nn(CC(=O)NCCC3=CCCCC3)cc2C1 (configuration not stated) | -7% | -6% | 2% | 1.2% | 12%
COc1ccc2oc(=O)c(C(=O)Nc3cccc(C)c3)cc2c1 | 5% | 42% | 2% | i | 15%
COc1ccc(Br)cc1S(=O)(=O)N1CCOCC1 | -8% | -2% | -3% | i | -1%
O=C(Nc1nc(-c2ccco2)c(-c2ccco2)s1)c1ccc(F)cc1F | / | / | 5% | i | /
Cc1c(Cl)c([N+](=O)[O-])nn1Cc1ccc(C(=O)NN)o1 | 5% | -5% | / | 1.5% | -1%
CC(C)(C)NC(=O)c1cccc(NC(=O)c2ccc3c(c2)C(=O)N(C(C)(C)C)C3=O)c1 | 6% | -5% | 1% | 2.7% | 12%
O=C(/C=C/c1cccc(Cl)c1)NCc1ccccc1 | 4% | -1% | -4% | i | 19%
COc1cc(OC)cc(C(=O)NCC(=O)NCC(c2ccco2)N2CCCCC2)c1 (configuration not stated) | / | -4% | 2% | 1.3% | -6%
CC(=O)Nc1ccc(CN2CCN(CCC(C)C)C(CCO)C2)cc1 (configuration not stated) | -4% | -7% | -2% | 0.3% | 15%
COc1ccccc1CNC(=O)C1CC(c2ccccc2[N+](=O)[O-])=NO1 (configuration not stated) | -24% | -4% | 14% | 1.1% | 7%
O=C(COC(=O)CNS(=O)(=O)c1ccc(F)c(F)c1F)NCCc1ccccc1 | -10% | -3% | -12% | 0.5% | -5%
CCCn1c(N)c(C(=O)COC(=O)c2cccc(S(=O)(=O)N3CCOCC3)c2)c(=O)[nH]c1=O | / | -1% | -8% | 4.2% | -12%
CN(C)C=NC(=O)/C(C#N)=C/c1ccccc1 | -8% | 4% | 2% | 0.2% | -17%
CCOc1ccc(S(=O)(=O)NN=C2CCN(C(C)=O)CC2)cc1 | -5% | 10% | 1% | 3.8% | -12%
Cc1cc(C(=O)N2CCCC(C(=O)c3cccc(C(F)(F)F)c3)C2)nc(C)n1 (configuration not stated) | -4% | -7% | 1% | 0.1% | 1% | VEEV TC-83 Vero 10K pilot screen=0.7
CCSc1nnc(NC(=O)COc2cccc3ccccc23)s1 | 8% | -8% | -10% | 0.6% | -9%
CC(=O)c1c(C)[nH]c(C(=O)Nc2ccccc2N2CCOCC2)c1C | -1% | -7% | -2% | 1.6% | -14%
Cc1ccc(C(=O)Nc2sc(C)c(-c3ccccc3)c2C(N)=O)cc1[N+](=O)[O-] | 6% | -2% | -4% | 1.9% | 15%
CCCCN(C(=O)C1CCC1)c1c(N)n(CC(C)C)c(=O)[nH]c1=O | 4% | -2% | -4% | 6.9% | 5%
CC(C)C[C@H](NC(=O)c1[nH]cnc1C(=O)N[C@H](C)c1ccccc1)C(=O)OC(C)(C)C | -17% | 5% | -7% | 12% | 68%
CCCC(=O)c1ccc(-c2ccccc2)cc1 | -2% | 1% | -4% | 3.8% | 61%
Cc1ccc(N(CCC#N)C(=O)CSc2ccc3c(c2)OCCO3)cc1 | 4% | -10% | 5% | i | 21%
CCOc1cc(NC(=S)Nc2cccc(OC)c2)c(OCC)cc1NC(=O)c1ccc(C)cc1 | 7% | -5% | 4% | 8.3% | 41%

Among those listed so far, these contain an NH in an aromatic ring.
SMILES | Salmonella PhoP GFP | M. tuberculosis HTS | influenza NS1A | VEEV TC-83 Vero | tuberculosis growth | others
c1ccc2c(CCNCc3ccc4c(c3)OCO4)c[nH]c2c1 | 4% | 4% | 5% | i | 12%
CCn1c(SCc2nc3ccccc3c(=O)[nH]2)nnc1-c1ccncc1 | 14% | -9% | 0% | 2.6% | -7%
CCCn1c(N)c(C(=O)COC(=O)c2cccc(S(=O)(=O)N3CCOCC3)c2)c(=O)[nH]c1=O | / | -1% | -8% | 4.2% | -12%
CC(=O)c1c(C)[nH]c(C(=O)Nc2ccccc2N2CCOCC2)c1C | -1% | -7% | -2% | 1.6% | -14%
CCCCN(C(=O)C1CCC1)c1c(N)n(CC(C)C)c(=O)[nH]c1=O | 4% | -2% | -4% | 6.9% | 5%
CC(C)C[C@H](NC(=O)c1[nH]cnc1C(=O)N[C@H](C)c1ccccc1)C(=O)OC(C)(C)C | -17% | 5% | -7% | 12% | 68%

Next entries
SMILES | Salmonella PhoP GFP | M. tuberculosis HTS | influenza NS1A | VEEV TC-83 Vero | tuberculosis growth | others
CC(=O)Nc1ccc(S(=O)(=O)NC2(C(F)(F)F)NC(=O)N(c3ccc(Cl)cc3)C2=O)cc1 (configuration not stated) | -3% | -1% | -2% | i | -8%
Cc1ccc(-c2nnn(CC(=O)N3C(C)CCCC3C)n2)cc1 (configuration not stated) | -7% | 10% | -15% | i | 12%
COc1c(Cl)cc(Cl)cc1C(=O)Nc1ccccc1N1CCN(C(C)=O)CC1 | 1% | -6% | 0% | 0.0% | -7%
COc1ccc(-c2cc(CCCC(=O)NCCc3cc(OC)ccc3OC)no2)cc1 | 13% | -4% | 16% | i | 12%
Cc1ccc(NC2=NC(c3ccccc3)n3c(nc(C)cc3=O)N2)c(C)c1 (configuration not stated) | -8% | 2% | 0% | 6.5% | 3%
CCOC(=O)N1CCN(C(=O)CCc2c(C)nc3nc(C)nn3c2C)CC1 | 5% | -2% | 6% | 1.6% | 4%
C/C=C/c1ccc(OCC(=O)NNC(=O)CN(C)S(=O)(=O)c2ccc(C)cc2)c(OC)c1 | / | 6% | -5% | 1.1% | -1%
CCN=C1S/C(=C\c2ccc(N3CCOCC3)cc2C)C(=O)N1CC | -11% | 5% | -3% | i | 8%
Cc1c(NC(=O)c2ccc(F)cc2)c(=O)n(-c2ccccc2)n1C | -1% | -3% | 7% | 0.1% | /
CCOc1ccc(CN2CCN(S(=O)(=O)c3ccc(NC(C)=O)cc3)CC2)cc1OC | 13% | 2% | -8% | 0.4% | 7%
CC1(C(=O)O)CCC(C(=O)N2CCOCC2)C1(C)C (configuration not stated) | -4% | -7% | 5% | 0.8% | -15%
CC(C)N1C(=O)N(c2ccccc2)C(C)(O)CC1(C)C (configuration not stated) | 6% | -4% | 5% | 0.5% | 4%
Cc1cc(C)n2nc(C(=O)OCC(=O)N(C)C3CCCCC3)nc2n1 | 5% | ? | -5% | 0.3% | -13%
Cc1nc(NC(=O)CSc2nnc(N)s2)c(Cl)cc1Cl | 9% | 8% | -8% | 0.1% | 8%
O=C1C=C(N2CCCCCC2)C2(CCCCC2)O1 | 3% | 2% | -2% | 0.6% | -7%
CS(=O)(=O)N(CC(=O)Nc1ccc(F)cc1F)c1cccc([N+](=O)[O-])c1 | -19% | -5% | -21% | i | -8%
Cc1cccc(NC(=O)c2onc3c2CCCC3)c1C | 3% | 57% | 2% | 0.2% | 7% | VEEV TC-83 Vero 10K pilot screen=0.6
CCOCCCn1c(SCC(=O)Nc2oc(C)c3c(C)n[nH]c(=O)c23)nc2ccccc2c1=O | / | / | -3% | 8.4% | /
OCCN1CCN(c2nc(-c3ccccc3)c3cc(Cl)ccc3n2)CC1 | 6% | ? | -4% | 1.2% | 50%
CCSc1oc(-c2ccco2)nc1S(=O)(=O)c1ccc(F)cc1 | 4% | -8% | 6% | 2.2% | 10%
CCOc1ncccc1C(=O)N1CCN(S(=O)(=O)c2ccc(Br)cc2Cl)CC1 | 2% | 4% | 4% | i | -3%
CN(CCC#N)C(=O)COC(=O)c1ccc2c(=O)n3c(nc2c1)CCC3 | -3% | -6% | 3% | 4.2% | -1%
Cn1c(N)c(C(=O)COC(=O)/C=C/c2ccc(Cl)c(Cl)c2)c(=O)n(C)c1=O | / | 7% | 12% | 0.8% | 10%
CC(C)C[C@@H](CNCC(=O)[C@H](C)NC(=O)c1[nH]cnc1C(=O)N[C@@H](C)CN)NC(=O)c1nc[nH]c1C(=O)N[C@@H](C)C(=O)O | / | / | -10% | i | /
Cc1cc(NC(=O)c2cccc(S(=O)(=O)N3CCOCC3)c2)no1 | 9% | 6% | 9% | 3.1% | -10%

Additional entries.
SMILES | Salmonella PhoP GFP | M. tuberculosis HTS | influenza NS1A | VEEV TC-83 Vero | tuberculosis growth | others
CCN(CC(=O)Nc1cccc(OC)c1)c1ncnc2sc(C)c(C)c12 | 0% | 6% | 7% | i | -7%
COc1cc(/C=C2\C(=N)N3N=C(S(C)(=O)=O)SC3=NC2=O)cc(OC)c1OCCOc1ccccc1C | -3% | 1% | -5% | 2.0% | 5%
CNC(=O)CN(c1ccc(F)cc1)S(=O)(=O)c1cc(C)ccc1OC | 10% | 1% | 2% | 2.0% | 9%
Cn1c2ccccc2c(=O)c2c(=O)n(-c3ccc(F)cc3)c(C3CCCCC3)nc21 | / | / | -11% | 0.6% | /
COc1cccc(N2CC(C(=O)N3CCC4(CC3)CC(=O)c3ccccc3O4)CC2=O)c1 (configuration not stated) | -5% | -5% | 12% | 2.4% | 11%
NS(=O)(=O)c1ccc(NC(=O)COC(=O)c2cc([N+](=O)[O-])ccc2Cl)cc1 | -8% | -2% | -17% | 0.3% | -1%
Cc1ccccc1OCCn1c(CCNC(=O)C(C)C)nc2ccccc21 | -9% | 7% | -11% | 1.3% | 21%
O=C(c1ccc2c(=O)n3c(nc2c1)CCCCC3)N1CCCCC1 | -5% | 8% | -7% | i | -1%
